Screening results deposited in PubChem BioAssay by several laboratories.
COUP-TFII inh: NR2F2 transcriptional activity inhibitors, primary screen, cell-based, luciferase reporter, HEK293T, luminescence. COUP transcription factor 2 (Homo sapiens), P24468. HEK293T NGFI-A luciferase reporter. 0.7% of 370,000 active. inhibition, % at 8.6 µM;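 active = inhibition above a per-plate cutoff, mean inhibition of test wells between control levels plus 3 SD, cut at about 38% in these data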;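 also: cells cotransfected with COUP-TFII expression vector driving the NGFI-A reporter; 0% = median of COUP-TF2 test wells and 100% = reporter-only cells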
Target sequence (P24468 whole entry, looked up): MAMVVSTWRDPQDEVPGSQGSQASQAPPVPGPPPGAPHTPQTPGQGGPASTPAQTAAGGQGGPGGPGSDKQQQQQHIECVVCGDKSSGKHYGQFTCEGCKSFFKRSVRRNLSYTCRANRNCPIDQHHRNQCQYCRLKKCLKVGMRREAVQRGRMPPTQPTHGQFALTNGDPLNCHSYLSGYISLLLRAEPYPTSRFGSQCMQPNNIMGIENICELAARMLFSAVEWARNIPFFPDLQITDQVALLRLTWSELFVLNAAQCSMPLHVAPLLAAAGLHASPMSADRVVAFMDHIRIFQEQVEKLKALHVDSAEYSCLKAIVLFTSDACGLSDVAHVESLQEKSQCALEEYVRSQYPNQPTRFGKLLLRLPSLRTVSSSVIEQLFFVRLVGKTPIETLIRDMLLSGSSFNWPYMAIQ
SRC2 inh: inhibition of GAL4-SRC2 driven luciferase reporter, primary screen, SRC2 inhibitor project, cell-based, luminescence; 0.17% of 370,000 active; HEK293 GAL4-SRC2 luciferase reporter; Nuclear receptor coactivator 2 (Homo sapiens), Q15596; inhibition, % at 9 µM; AID 651957, 2012;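 active = inhibition above the mean inhibition of all tested compounds plus 3 SD, set per campaign, cut at about 52% in these data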;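 also: 0% = DMSO treated cells and 100% = cells given Gossypol at 36 µM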
NOD2-RIPK2 inh: NOD2-RIPK2 binding disruptors in cells, primary screen, fluorescence, CHO cells, BLA complementation; CCF4 ratio; inhibition, % at 4.98 µM; 0.38% of 360,000 active; in the data active = inhibition above about 21%;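 also: 0% = vehicle only and 100% = reference blocker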
EBV LMP1 NFkB: EBV LMP1-driven NF-kappaB luciferase reporter inhibitors, primary screen, cell-based, luminescence, single point. LMP1-induced NF-kappaB luciferase reporter cells. 0.69% of 350,000 active. inhibition, % at 12.5 µM. AID 504558, 2011; in the data active = inhibition above about 41%;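 also: 0% = neutral control wells and 100% = reference inhibitor control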
LRH-1 inv ag: LRH-1 (NR5A2) inverse agonists, primary screen, cell-based, luminescence, HEK293T, StAR-luciferase reporter; AID 602396, 2012; 0.13% of 360,000 active; Nuclear receptor subfamily 5 group A member 2 (Homo sapiens), O00482; LRH-1 transfected, 24 h; inhibition, % at 3.6 µM;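 active = inhibition above the mean inhibition of all tested compounds plus 3 SD, cut at about 73% in these data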;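 also: 0% = DMSO wells and 100% = reporter-only cells lacking LRH-1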
Target sequence (O00482 whole entry, looked up): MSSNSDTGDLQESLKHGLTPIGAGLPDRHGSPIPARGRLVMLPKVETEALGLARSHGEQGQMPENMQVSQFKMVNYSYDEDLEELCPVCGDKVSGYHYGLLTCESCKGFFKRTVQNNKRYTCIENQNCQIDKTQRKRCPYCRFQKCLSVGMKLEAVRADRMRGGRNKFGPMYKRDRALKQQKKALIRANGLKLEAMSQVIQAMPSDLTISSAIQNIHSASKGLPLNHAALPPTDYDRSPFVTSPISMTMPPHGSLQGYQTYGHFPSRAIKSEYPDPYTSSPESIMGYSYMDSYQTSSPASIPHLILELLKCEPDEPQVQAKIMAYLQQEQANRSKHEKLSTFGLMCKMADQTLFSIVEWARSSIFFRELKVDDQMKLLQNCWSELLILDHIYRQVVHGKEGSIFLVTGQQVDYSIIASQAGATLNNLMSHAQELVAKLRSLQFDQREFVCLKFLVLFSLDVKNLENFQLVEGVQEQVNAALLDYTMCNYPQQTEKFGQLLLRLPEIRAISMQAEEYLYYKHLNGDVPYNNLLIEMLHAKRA
SRC3 inh: SRC3 coactivator transcriptional activity inhibitors, primary screen, cell-based, luminescence; Nuclear receptor coactivator 3 (Homo sapiens), Q9Y6Q9; HEK293 GAL4-SRC3 luciferase reporter; inhibition, % at 3.6 µM; 0.17% of 360,000 active; AID 588352, 2011;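 active = inhibition above a per-campaign cutoff, the mean of all compounds plus 3 SD, cut at about 60% in these data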;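 also: 0% = DMSO-treated cells and 100% = gossypol-treated cells at 36 µM; higher means less SRC3-driven luciferase light from the GAL4 reporter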
SRC1 inh: SRC1 coactivator transcriptional activity inhibitors, primary screen, cell-based, luminescence. Nuclear receptor coactivator 1 (Homo sapiens), Q15788. HEK293 GAL4-SRC1 luciferase reporter. inhibition, % at 3.6 µM. 0.12% of 360,000 active. AID 588354, 2011;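 active = inhibition above the campaign mean plus 3 SD, with each screening campaign given its own cutoff, cut at about 60% in these data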;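 also: 0% = DMSO treated cells and 100% = gossypol at 36 µM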
MC4R antag cAMP: MC4R antagonists of cAMP signaling, primary screen, cell-based, TR-FRET, antagonist arm of biased-ligand search; inhibition, % at 6.5 µM; 0.48% of 360,000 active; AID 540295, 2011; MC4R-expressing cells, MTII-stimulated cAMP, LANCE TR-FRET; Melanocortin receptor 4 (Homo sapiens), P32245;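 active = inhibition above its plate's cutoff, the mean of tested wells on that plate plus 3 SD, cut at about 29% in these data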;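 also: 0% = Melanotan II alone and 100% = Melanotan II plus saturating MCL0020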
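System – human MC4R-expressing U2OS cells · Also added – Melanotan II · Dosing – one concentration, 6.5 µM nominal · Timing – 30-min compound, 1-h challenge, 1-h detection, room temperature · Measured by – Eu-cAMP/anti-cAMP TR-FRET, emission 671 nm · Replicates – singlicate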
MC4R barr agon: MC4R agonists recruiting beta-arrestin, primary screen, cell-based, luminescence, agonist arm of biased-ligand search; U2OS MC4R beta-arrestin complementation; percent of melanotan II response, DMSO zero; activation, % at 8.9 µM; 0.98% of 360,000 active;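 active = activation above a per-plate cutoff, the mean activation of sample wells on that plate plus 3 SD, cut at about 8% in these data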
ABHD5-PLIN5 inh: ABHD5-PLIN5 interaction inhibitors, primary screen, cell lysate, split luciferase complementation, luminescence. 0.78% of 360,000 active. inhibition, % at 4 µM. Split G. princeps luciferase complementation, 4 h. AID 602281, 2012. Perilipin-5 (Homo sapiens) + 1-acylglycerol-3-phosphate O-acyltransferase ABHD5 (Homo …;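 active = inhibition above the mean inhibition across every tested compound plus 3 SD, cut at about 22% in these data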;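 also: 0% = DMSO only wells and the 100% control is not disclosed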
TLR9-MyD88 inh: inhibitors of TLR9-MyD88 association in cells, primary screen, cell-based, CHO, BLA complementation, fluorescence | AID 504734, 2011 | Toll-like receptor 9 (Homo sapiens) + Myeloid differentiation primary response protein … | 0.21% of 340,000 active | CCF4 FRET ratio | inhibition, % at 4.98 µM;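 active = inhibition above the mean over all tested compounds plus 3 SD, cut at about 21% in these data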;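 also: 0% = DMSO only wells and 100% = clavulanate BLA inhibitor control wells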
Starred values were filed as active, the others as inactive; nt = not tested or not shown; & = joins results of further samples. An excerpt; count on the stated rates, not on these rows.

The line under a structure holds: NOD2-RIPK2 inh	MC4R antag cAMP	EBV LMP1 NFkB	LRH-1 inv ag	SRC2 inh	SRC3 inh	SRC1 inh	COUP-TFII inh	MC4R barr agon	TLR9-MyD88 inh	ABHD5-PLIN5 inh
CCC1=NC(c2ccc(Br)cc2)N(O)C1(C)C (stereo unspecified)
    -7	7	1	6	-28	6	8	15	-0.9	-4	-12
Cc1ccc(Cn2ccc(NC(=O)c3cc(C4CC4)on3)n2)cc1
    -4	13	-11	-3	18	-5	10	39*	-1.0	16	-3
CCOc1ccc(NC(=O)CSC2=C(C#N)C(c3ccc4c(c3)OCO4)CC(=O)N2)cc1 (stereo unspecified)
    -7	0	0	13	2	4	5	22	-1.3	6	4
Cc1cc(C)cc(NC(=O)C(=S)NCc2ccccc2)c1
    2	4	4	5	-43	-6	-8	-7	-0.3	7	-11
CCc1nc2c(OCc3cccc(Cl)c3)cccn2c1N(C)C(=O)c1ccc(OC)cc1
    -5	-1	nt	12	3	11	-16	-17	-1.3	nt	9
Clc1ccc(Oc2nnnn2-c2ccccc2)cc1
    -7	8	10	11	-68	-3	10	2	0.7	0	-2
O=C(CN1CCC(n2nnc3cc(F)ccc32)CC1)NC1CC1
    2	2	3	11	-18	-7	-14	3	-0.4	5	-1
CC(=O)Nc1nnc(SCC(=O)NCc2ccc3c(c2)OCO3)s1
    0	0	-1	-4	7	2	-7	-3	-2.2	-6	0
O=C(Nc1ccccc1O)c1ccc(C(=O)c2ccccc2)o1
    -11	1	4	-39	-9	-32	-33	21	-1.2	10	-1
Cc1ccc(N2CC(c3nc4ccccc4[nH]3)CC2=O)c(C)c1 (stereo unspecified)
    -1	14	-1	5	-9	4	10	-17	0.1	-7	-5
O=C(CC(O)(c1ccccc1)C(F)(F)F)c1cccs1 (stereo unspecified)
    1	-4	-13	20	4	26	-1	13	0.0	-4	5
Fc1ccc(-c2ccc(/C=N/n3cnnc3)o2)cc1
    -3	1	6	5	-19	-21	-5	0	-0.8	-2	-5
Cc1cc(C)nc(NC(=O)C(C)C)n1
    6	3	2	-12	10	4	-19	10	0.4	4	1
CCCC(=O)Nc1ccccc1NC(C)=O
    -5	1	-2	5	0	-6	5	17	0.0	-3	6
Cc1cc(C(C)(C)C)cc(S(=O)(=O)Nc2cccc(C(=O)O)c2)c1C
    -6	15	5	1	-23	17	-9	1	0.6	-18	0

A draw from above in order of heavy-atom count, descending.
The line under a structure holds: NOD2-RIPK2 inh	MC4R antag cAMP	EBV LMP1 NFkB	LRH-1 inv ag	SRC2 inh	SRC3 inh	SRC1 inh	COUP-TFII inh	MC4R barr agon	TLR9-MyD88 inh	ABHD5-PLIN5 inh
CCc1nc2c(OCc3cccc(Cl)c3)cccn2c1N(C)C(=O)c1ccc(OC)cc1
    -5	-1	nt	12	3	11	-16	-17	-1.3	nt	9
Cc1cc(C(C)(C)C)cc(S(=O)(=O)Nc2cccc(C(=O)O)c2)c1C
    -6	15	5	1	-23	17	-9	1	0.6	-18	0
Cc1ccc(Cn2ccc(NC(=O)c3cc(C4CC4)on3)n2)cc1
    -4	13	-11	-3	18	-5	10	39*	-1.0	16	-3
O=C(CN1CCC(n2nnc3cc(F)ccc32)CC1)NC1CC1
    2	2	3	11	-18	-7	-14	3	-0.4	5	-1
Cc1cc(C)cc(NC(=O)C(=S)NCc2ccccc2)c1
    2	4	4	5	-43	-6	-8	-7	-0.3	7	-11
O=C(CC(O)(c1ccccc1)C(F)(F)F)c1cccs1 (stereo unspecified)
    1	-4	-13	20	4	26	-1	13	0.0	-4	5
Fc1ccc(-c2ccc(/C=N/n3cnnc3)o2)cc1
    -3	1	6	5	-19	-21	-5	0	-0.8	-2	-5
CCC1=NC(c2ccc(Br)cc2)N(O)C1(C)C (stereo unspecified)
    -7	7	1	6	-28	6	8	15	-0.9	-4	-12
CCCC(=O)Nc1ccccc1NC(C)=O
    -5	1	-2	5	0	-6	5	17	0.0	-3	6
Cc1cc(C)nc(NC(=O)C(C)C)n1
    6	3	2	-12	10	4	-19	10	0.4	4	1

New compounds follow:
The line under a structure holds: NOD2-RIPK2 inh	MC4R antag cAMP	EBV LMP1 NFkB	LRH-1 inv ag	SRC2 inh	SRC3 inh	SRC1 inh	COUP-TFII inh	MC4R barr agon	TLR9-MyD88 inh	ABHD5-PLIN5 inh
Cc1c(NC(=S)NC(=O)c2cc3ccccc3o2)c(=O)n(-c2ccccc2)n1C
    7	5	-1	13	11	5	11	-2	-0.7	9	2
CCC(C)Nc1nc2c(c(=O)[nH]c(=O)n2C)n1CCCc1ccccc1 (stereo unspecified)
    -5	10	7	9	14	2	5	-3	-1.2	-12	2
CN(C)S(=O)(=O)c1cccc(NC(=S)NN=C(Cc2ccccc2)Cc2ccccc2)c1
    0	11	-1	-16	-7	1	-4	2	-0.2	-3	-10
CC(=O)N/N=C(\C)C1COc2ccccc2O1 (stereo unspecified)
    -28	-1	3	4	6	19	-5	-3	2.1	-8	-4
COC(=O)CSc1nc2ccc(C)cc2cc1C#N
    2	-5	-56	-162	-49	-93	-131	-50	1.0	-9	-2
S=C(c1ccc(-c2ccc(Cl)cc2)o1)N1CCCCC1
    2	4	-59	-136	-23	-101	-140	-59	0.4	4	-2
Cc1ccc(OCC(=O)NCc2ccc3c(c2)OCO3)c([N+](=O)[O-])n1
    -16	13	0	22	-28	15	9	4	0.0	3	1
CCOC(=O)C1=C(C)Nc2nc(SCC(=O)OC)nn2C1c1cc(F)cc(F)c1 (stereo unspecified)
    1&-8	22&18	-5&-2	-9&4	6&-15	-5&12	-2&5	15&5	-0.2&-2.8	-6&6	3&-5
COc1ccccc1/C=C/C=N/n1c(-c2ccccc2)n[nH]c1=S
    0	20	-1	1	-8	2	-26	22	8.2	-2	-4
CCCCN(C)CCCNC(=O)c1cn(CC)c2ccc(S(=O)(=O)N3CCOCC3)cc2c1=O
    6	-6	-10	-6	-24	11	19	-30	-2.5	0	5
O=C(O)CCC(=O)NNC(=O)c1ccc([N+](=O)[O-])cc1
    -3	-5	-22	-9	-10	17	15	20	2.9	-6	10
Cc1ccc2[nH]cc(CCNC(=O)Nc3ccccc3)c2c1
    -6	8	-5	20	-11	-2	4	16	-0.6	-7	2
Cc1ccc2c(c1)nnn2C1CCN(S(=O)(=O)c2ccc3ccccc3c2)CC1
    -9	0	10	-2	-15	2	-9	10	-0.6	1	-4
COCOc1cc(O)c2c(=O)c(OCOC)c(-c3ccc(OCOC)c(OCOC)c3)oc2c1
    -14	6	4	5	17	-9	6	-8	0.5	8	1
COn1c(SCc2ccc(Cl)cc2)nc2ccccc2c1=O
    -6	-1	7	-31	-18	13	2	11	1.6	-9	-6
O=C1CCC(=O)N1CCC(c1ccc(F)cc1)c1ccco1 (stereo unspecified)
    -9	4	-5	6	-18	-15	6	-7	-1.2	4	16
CC(C)n1cc(/C=N/Nc2ccc(C(=O)O)cc2)c2ccccc21
    6	-13	5	-36	10	1	-5	35	-1.7	-3	-14
CCOc1ccccc1CN1CCN(S(C)(=O)=O)CC1
    5	6	6	12	0	5	0	-7	-2.1	1	-1
CC(OC(=O)c1cc(S(=O)(=O)N2CCOCC2)ccc1F)C(=O)NCc1ccc2c(c1)OCO2 (stereo unspecified)
    -7	22	-3	13	11	-3	-4	-3	-1.2	4	-1
Cc1c(Cl)cccc1N1C(=O)CC(Sc2ccccc2N)C1=O (stereo unspecified)
    -13	3	-6	-10	10	-27	2	1	0.6	-13	-6
COc1ccc(CCNC(=O)CN2C(=O)COc3ccc(S(=O)(=O)N4CCCC4)cc32)cc1OC
    -1	4	-3	-2	1	6	3	-10	-2.9	-2	-3
Cn1c(SCCN2CCCC2)nnc1C1CCN(S(=O)(=O)c2ccc(F)cc2)CC1
    -11	25	-3	-12	2	-8	3	2	4.2	6	0
Cc1cc(NC(=O)CCOc2ccccc2)no1
    -12	-4	-4	8	1	7	-23	-2	-0.5	3	-1
CC(C)(C)c1nc[nH]c(=O)c1Br
    -4	4	-4	26	-8	15	0	-12	-0.7	-1	-1
CCc1c(C)nc2ncnn2c1NC1CCCc2ccccc21 (stereo unspecified)
    11	8	4	5	7	12	-2	12	4.9	-2	7
O=C(NC1CCCc2c1cnn2-c1ccccc1F)c1ccccn1 (stereo unspecified)
    0	4	16	-34	11	-47	21	-51	-0.5	8	-4
CCCCc1ccc(NC(=S)N2CCN(C(=O)c3ccco3)CC2)cc1
    -14	4	2	-1	23	0	9	5	0.1	-12	7
CCOc1ccc(/C=C2/Sc3ccc(C(=O)N4CCOCC4)cc3N(C)C2=O)cc1OC
    2	6	11	-2	-10	-16	-7	-1	-0.4	-5	1
O=C(O)CCCCc1nc2ccccc2s1
    2	0	4	6	7	9	-1	22	1.2	11	4
O=C(NC1CCCCCCC1)c1ccc2c(c1)OCO2
    4	0	-27	-101	-17	-108	-126	-48	-0.9	-4	0
C/C(CC(=O)Nc1ccc2c(c1)OCCO2)=N\NC(=O)c1cccc(O)c1
    3	26	-4	-47	-43	-24	-14	-53	-1.5	-6	-5
OC(c1ccc(OCc2ccccc2)cc1)c1nnc(-c2ccccc2)o1 (stereo unspecified)
    9	-2	10	-4	10	3	-10	11	5.1	-2	-6
CCC(C)NC(=O)c1cnn2c(C)c3c(nc12)CCCC3 (stereo unspecified)
    -10	-2	6	-7	-34	-15	-10	12	2.6	1	-1
O=[N+]([O-])c1ccc(Sc2cccc3cccnc23)c2cccnc12
    1	7	-4	-9	14	21	-6	5	-4.2	-5	-2
